Mot1-301 SUMO: blocks SUMOylation pathway, rescuing yeast Mot1-301 growth; growth rescue, % at 18.8 µM; AID 2716; hit rate 1% among 320,000; S. cerevisiae Mot1-301 growth rescue, ATP luminescence, 38.5C; percent above DMSO median, 100 means doubled;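 active = every valid replicate shows activation above 250% relative to neutral control wells; inactive = the rest, any valid replicate at or below 250%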;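 also: OY570 slx delta 5 strain wells were the positive control but not used for scaling; some compounds called inactive have numbers as strong as hits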
Keap1-Nrf2 PPI: inhibitors of human Keap1-Nrf2 protein-protein interaction | Q14145 | Keap1 Kelch-Nrf2 peptide fluorescence polarization, 1536-well | inhibition, % at 9.4 µM | hit rate 0.15% among 340,000; in the data active = inhibition above about 12%;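 also: human Keap1 Kelch domain with fluorescein labeled Nrf2 9mer peptide probe; 0% = neutral control wells and 100% = peptide positive control; higher means more block of Keap1 binding to Nrf2 peptide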
Target sequence (Q14145 whole entry, looked up, the tested form may be a part): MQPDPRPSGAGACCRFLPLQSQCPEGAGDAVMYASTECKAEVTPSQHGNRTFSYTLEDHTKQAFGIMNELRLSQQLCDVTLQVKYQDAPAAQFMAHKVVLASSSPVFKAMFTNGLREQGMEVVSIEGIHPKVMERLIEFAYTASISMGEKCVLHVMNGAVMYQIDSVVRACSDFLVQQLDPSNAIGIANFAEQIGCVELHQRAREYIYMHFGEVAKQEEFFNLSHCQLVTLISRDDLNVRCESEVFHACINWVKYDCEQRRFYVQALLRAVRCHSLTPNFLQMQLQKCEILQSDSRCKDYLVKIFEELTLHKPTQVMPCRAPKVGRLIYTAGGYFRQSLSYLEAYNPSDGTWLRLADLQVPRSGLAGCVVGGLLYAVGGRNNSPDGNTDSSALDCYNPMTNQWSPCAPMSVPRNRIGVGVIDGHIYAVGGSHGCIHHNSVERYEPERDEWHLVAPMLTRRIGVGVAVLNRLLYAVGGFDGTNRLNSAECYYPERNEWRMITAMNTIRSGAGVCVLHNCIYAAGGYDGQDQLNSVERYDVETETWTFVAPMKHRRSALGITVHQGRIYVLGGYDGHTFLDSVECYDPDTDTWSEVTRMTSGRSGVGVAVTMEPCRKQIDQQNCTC
NSD2 inh: blocks human histone methyltransferase NSD2 | O96028 | inhibition, % at 12.5 µM | hit rate 0.54% among 310,000 | NSD2 peptide methylation, AlphaScreen, 120 min; in the data active = inhibition above about 50%
cardiac RTF act: increases calcium sensitivity of human cardiac regulated thin filaments; hit rate 0.24% among 340,000; IANBD-labeled TnC RTF fluorescence at EC20 calcium; 0% EC20 calcium, 100% full calcium; P19429+P45379; activation, % at 7.2 µM; AID 493008;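 active = activation above the mean over all tested compounds plus 3 SD, cut at about 30% in these data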;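 also: rise in fluorescence read as greater calcium sensitivity of cardiac thin filaments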
PvdQ acylase: P. aeruginosa PvdQ acylase inhibition; purified PvdQ acylase, fluorescence plate reader; inhibition, % at 10 µM; hit rate 0.063% among 340,000; in the data active = inhibition above about 30%, passing the limit was not always enough;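 also: 0% = vehicle neutral wells and 100% = reference inhibitor wells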
LANA DNA inh: blocks KSHV LANA C-terminal domain binding to DNA | hit rate 0.078% among 340,000 | MBP-C-LANA/FAM-LBS DNA binding, fluorescence polarization | inhibition, % at 9 µM;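 active = highest replicate inhibition at or above 60% at 9 µM, even if other replicates fall short; inactive = all replicates below 60% inhibition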;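 also: 0% = neutral control wells and 100% = 4 µM acridine orange control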
CDK5 p35 inh: CDK5/p35 (human) kinase inhibition | Q00535+Q15078 | Recombinant CDK5/p35, ADP-Glo luminescence, 60 min | inhibition, % at 10 µM | hit rate 0.01% among 330,000;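 active = highest replicate inhibition of at least 50% and at least 75% of replicates reaching 50%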;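 also: plate controls were DMSO neutral control for no effect and GW8510 at 10 µM for full effect; many of its hits are not listed in these tables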
PfHsp90 yeast 2: inhibits growth of yeast expressing Plasmodium falciparum Hsp90; S. cerevisiae expressing PfHsp90, BacTiter-Glo ATP, 48 h; yeast lacking PDR1 and PDR3 efflux regulators; inhibition, % at 9.4 µM; hit rate 0.32% among 310,000;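 active = every replicate shows inhibition above about 80%, whatever the replicate mean, limit read from the data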;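 also: 0% = DMSO neutral controls and 100% = 20 µM radicicol positive controls; yeast relying on Plasmodium falciparum Hsp90 in place of its own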
Cardiac RTF inh: cardiac RTF calcium desensitization; hit rate 0.12% among 340,000; P19429+P45379; inhibition, % at 7.15 µM; IANBD-labeled cardiac RTF, Ca2+ fluorescence;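 active = inhibition above the mean inhibition of all tested compounds plus 3 SD, cut at about 17% in these data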;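 also: assay run at fixed EC70 calcium of 1.6 mM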
dFosB act: enhances mouse delta FosB homodimer DNA binding; hit rate 0.99% among 340,000; activation, % at 25 µM; P13346; purified delta FosB, TAMRA-CDK5 oligo fluorescence polarization; percent of positive-control signal above neutral wells; AID 493131;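 active = mean activation above about 17%, with every replicate also reaching it, limit read from the data, passing the limit was not always enough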;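 also: fluorescence polarization rise as delta FosB binds a TAMRA Cdk5 AP-1 oligo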
Rtt109 Vps75: blocks Candida albicans Rtt109/Vps75 acetyltransferase activity; purified Rtt109/Vps75, ThioGlo CoA-SH fluorescence, 4 h; inhibition, % at 34.9 µM; hit rate 0.16% among 330,000;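 active = inhibition of at least 50% in every replicate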
Target sequence (Q5AAJ8 whole entry, looked up): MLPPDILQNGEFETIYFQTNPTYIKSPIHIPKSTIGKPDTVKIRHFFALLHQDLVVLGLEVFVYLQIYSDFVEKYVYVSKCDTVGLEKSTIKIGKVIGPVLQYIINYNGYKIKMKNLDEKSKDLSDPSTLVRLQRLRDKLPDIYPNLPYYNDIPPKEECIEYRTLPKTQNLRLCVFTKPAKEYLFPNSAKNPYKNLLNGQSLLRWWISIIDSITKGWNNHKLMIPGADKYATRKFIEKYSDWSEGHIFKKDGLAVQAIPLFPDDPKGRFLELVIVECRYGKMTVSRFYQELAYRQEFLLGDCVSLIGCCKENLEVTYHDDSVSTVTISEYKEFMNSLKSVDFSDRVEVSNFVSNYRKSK
* marks the source's active call; other numbers are inactive results; i = inactive; . = no result given.

SMILES | Mot1-301 SUMO | Keap1-Nrf2 PPI | NSD2 inh | cardiac RTF act | PvdQ acylase | LANA DNA inh | CDK5 p35 inh | PfHsp90 yeast 2 | Cardiac RTF inh | dFosB act | Rtt109 Vps75
Cc1ccc([C@H]2C(C(=O)O)=CC[C@@H](c3ccc(Cl)cc3)N2S(=O)(=O)c2ccc(C)cc2)cc1 | 242 | -5 | . | -4 | -22 | 0.9 | -3.8 | 30 | -6 | -12 | 5
COc1ccc(-c2c(C)nn3c(N4CCC(C(=O)N5CCCCC5)CC4)cc(C)nc23)cc1OC | -3 | 1 | . | -4 | 6 | -1.3 | 3.2 | 7 | -7 | -2 | 7
Cc1ccccc1CSCCNC(=O)c1ccccc1 | -12 | 2 | -2 | -4 | -1 | -0.5 | 3.2 | -9 | -5 | -7 | -12
CCOc1ccccc1N(CC(=O)Nc1cc(OC)ccc1OC)S(=O)(=O)c1ccccc1 | -9 | -5 | 0 | -12 | -12 | -0.4 | -0.3 | -1 | -4 | 0 | -2
CCOc1ccc(N(C(C)=O)C2C=CS(=O)(=O)C2)cc1 (stereo not given) | -4 | 1 | . | 1 | -7 | -1.0 | -0.3 | -10 | -2 | -3 | -1
Cc1cc(C#N)c(SCC(N)=O)nc1-c1ccc(F)cc1 | -27 | -1 | 3 | -2 | 5 | -0.4 | 0.4 | -10 | 0 | 3 | -1
CN(C)C(CNC(=O)CCOc1ccccc1)c1ccco1 (stereo not given) | 8 | 1 | 6 | 0 | 1 | 0.2 | 0.3 | -4 | -1 | -8 | 0
CC(C)COC(=O)n1c(SCC(N)=O)nc2ccccc21 | i | 5 | -2 | 4 | -13 | -1.9 | 1.5 | 10 | -17 | -6 | 1
CCc1nnc(NC(=O)c2cccc(S(=O)(=O)N3CC(c4ccccc4)CC3=O)c2)s1 (stereo not given) | -6 | -3 | . | 1 | 1 | 0.3 | -0.5 | 21 | -16 | -5 | 3
Cc1occc1-c1nnc(SCC(=O)Nc2nc(C(C)(C)C)cs2)o1 | -7 | 0 | 0 | 3 | -7 | -0.3 | 0.7 | 17 | -6 | 1 | -5
COC(=O)c1sc(N)c(C(=O)OC)c1COC(=O)c1c(C)noc1C | -14 | 1 | -2 | 0 | -6 | 0.6 | 0.3 | . | -1 | 3 | 0
O=C(NCCc1nc2ccccc2[nH]1)c1ccc(F)cc1 | 3 | 0 | -6 | 3 | -6 | -0.6 | -1.0 | 3 | -6 | 2 | 2
COCCn1c(SCC(=O)OC(C)C)nnc1-c1ccccc1 | -7 | -6 | -2 | 14 | -12 | -1.0 | 0.7 | . | -12 | -6 | -32
COc1ccc(-c2nnc3sc(C4CCCCC4)nn23)cc1OC | 20 | -3 | 1 | -5 | -3 | 0.0 | -0.5 | -10 | 10 | 0 | 8
Cc1cc(=O)oc2cc(OC(=O)c3nn(C(C)C)c(=O)c4ccccc34)ccc12 | -14 | 2 | 0 | -4 | -3 | 0.4 | 0.5 | -3 | -1 | -4 | -176
NC(=O)c1ccc(NC(=O)CN2CCN(Cc3ccccc3)CC2)cc1 | -24 | -4 | -1 | 2 | -7 | -0.1 | -0.4 | -5 | -10 | -7 | -19
CN1C(=O)C(C)(C)c2cc(S(=O)(=O)N3CCCC(C(=O)NCc4ccc(Cl)cc4)C3)ccc21 (stereo not given) | -15 | 1 | . | -3 | -13 | -0.8 | -1.3 | 19 | -9 | -8 | 32
Cc1nc2sccn2c(=O)c1S(=O)(=O)Nc1ccc(N2CCN(S(C)(=O)=O)CC2)cc1 | 41 | -2 | 6 | 0 | 0 | -0.4 | 0.6 | 29 | -2 | -8 | 1
CN(C(=O)CSc1nc2ccccc2c(=O)n1-c1ccc(F)cc1F)C1CCS(=O)(=O)C1 (stereo not given) | -1 | 1 | 0 | -4 | -8 | 5.2 | -1.2 | 30 | -10 | -15 | 0
CN1CCC(=NNC(=O)C(=O)Nc2ccccc2F)CC1 | 46 | 2 | 0 | 0 | -11 | -1.4 | 0.4 | 1 | -9 | -7 | -6
COc1ccc(/C(O)=C2/C(=O)C(=O)N(c3ncccn3)C2c2ccc(OC)cc2)cc1 (stereo not given) | -2 | -6 | . | -4 | -15 | -0.3 | 0.2 | 1 | -29 | 2 | -5
Cc1cccc(NC(=O)Cn2nnc(-c3ccc(CN4CCCC4)cc3)n2)c1C | 11 | -8 | . | -4 | -1 | -2.6 | 1.7 | -10 | 4 | 7 | 10
COC(=O)c1cn(-c2ccccc2)c(=O)c2ccccc12 | -2 | -5 | 8 | 5 | -13 | 2.6 | -1.5 | 2 | -10 | -11 | 4
COc1ccc(C(=O)CN2CCN(c3ccc(F)cc3)CC2)cc1OC | 4 | -2 | 2 | 0 | 6 | -0.1 | -0.3 | -1 | -4 | -6 | 27
c1ccc2oc(-c3csc(NCC4CCCO4)n3)cc2c1 (stereo not given) | 53 | -1 | 2 | -5 | 4 | -0.2 | -0.9 | -3 | 8 | -4 | 3
COc1cc2c(cc1OC)CN(C(=O)/C=C/c1ccccc1[N+](=O)[O-])CC2 | 15 | -3 | 3 | 5 | -15 | 0.9 | -1.4 | 9 | -4 | -12 | -15
CN(C)S(=O)(=O)c1ccc(Nc2ccc(-c3ccc4c(c3)OCCO4)nn2)cc1 | -2 | 2 | 0 | -3 | 0 | 0.4 | 2.4 | -9 | 0 | -3 | -13
CC(=O)c1ccc(N2CCN(CC(=O)Nc3ccccc3C(=O)NC3CC3)CC2)c(F)c1 | 0 | 3 | -2 | -7 | 5 | -1.2 | 0.1 | -12 | -2 | -6 | 0
COc1ccc(S(=O)(=O)N2CCOCC2)cc1OC | 5 | 1 | -4 | 1 | -14 | -0.4 | 0.4 | -15 | -10 | -3 | 5
CCCC1=C(C(=O)OCC)C(c2ccc(NC(C)=O)cc2)NC(=O)N1 (stereo not given) | -13 | -1 | -2 | 4 | 7 | 0.5 | -0.7 | 2 | 8 | -14 | .
CCOC(=O)CNC(=O)CNC(=O)c1ccc(OCC(C)C)cc1 | 1 | -1 | . | 1 | -11 | 0.3 | 0.7 | 7 | -21 | -3 | -5
O=C(COc1cccc(C(F)(F)F)c1)Nc1nnc(C2CC2)s1 | 22 | 2 | 0 | -3 | -6 | 0.8 | 0.0 | . | -9 | 9 | 0
Cc1ccc(OC(C)C(=O)Nc2ccc(S(=O)(=O)Nc3cc(C)on3)cc2)cc1 (stereo not given) | . | 0 | -3 | -2 | -1 | -1.2 | 1.0 | . | -4 | -3 | -7
c1ccc(-c2ccnc3ncnn23)nc1 | -15 | -1 | -4 | -4 | -12 | 0.4 | -0.3 | 9 | 5 | 2 | -1
Cc1cc(NC(=O)NC(=O)c2ccccc2NC(=O)CN(C)C)ccc1Oc1ncc(Br)cn1 | . | 1 | 0 | -4 | -16 | 0.0 | 0.3 | 7 | -6 | -20 | 5
O=C(Nc1ccc2oc(-c3ccncc3)nc2c1)c1ccccc1F | 1 | -3 | -3 | 5 | -4 | 0.6 | -0.6 | 10 | 3 | -9 | 6
COc1ccc(S(=O)(=O)NCC2CCCN(C(=O)CN3CCCCC3)C2)cc1 (stereo not given) | 154 | 8 | -2 | 2 | 4 | 1.3 | 1.2 | -19 | -7 | -10 | 5
CCCOc1ccc(C(=O)Nc2ccc(S(=O)(=O)N3CCN(C)CC3)cc2)cc1 | -15 | -3 | 1 | 6 | -4 | 0.6 | -1.4 | -10 | -1 | -8 | -4
O=C(CCN1C(=O)/C(=C/c2ccccc2Cl)SC1=S)N1CCOCC1 | 12 | -2 | 6 | 2 | -11 | -0.8 | 0.0 | -4 | 2 | -3 | 11
CC(=O)N(c1ccc2oc(=O)sc2c1)S(=O)(=O)c1ccc(C)cc1 | 1 | 1 | -3 | -2 | -7 | 2.3 | -3.2 | -3 | -7 | -1 | 134*
COC(=O)C1=C(C)N(Cc2ccccc2)C(=NCc2ccccc2)N[C@H]1c1cccc(C(F)(F)F)c1 | -41 | 5 | . | 13 | -9 | -2.3 | 3.5 | 3 | 1 | -2 | 8
CC(C)=CC(=O)Nc1cccc(S(=O)(=O)NC2=NCCCCC2)c1 | -3 | -3 | -3 | 5 | -14 | -7.0 | 0.0 | -34 | 11 | -2 | -3
O=C(COc1ccc(/C=C\[N+](=O)[O-])cc1)N1CCOCC1 | -11 | -6 | . | 6 | -15 | 0.0 | 2.1 | -20 | -11 | -7 | 8
Cc1ccc(Nc2nnc(SCC(=O)Nc3cccnc3Cl)s2)cc1C | 4 | 1 | 2 | -13 | 3 | -0.2 | 2.7 | 4 | 8 | -3 | .
COC(=O)c1ccc(C#Cc2ccccc2)o1 | 8 | -1 | -1 | -7 | 12 | 2.4 | 1.3 | 3 | -4 | -4 | -20
O=C(COc1ccccc1)Nc1cccc(-c2cn3cccnc3n2)c1 | -2 | -1 | -6 | -5 | 0 | -1.7 | 1.1 | 0 | 0 | -24 | -25
O=C(NCCO)c1cc2c([nH]c3ccccc32)c(-c2ccccc2)n1 | 1 | -3 | 0 | -8 | -13 | -0.7 | 0.8 | 6 | -12 | -26 | -5
O=C(Nc1ccc(F)cc1)c1cn(-c2ccccc2)nc1-c1ccncc1 | -12 | -1 | -1 | 7 | -13 | 0.0 | -3.4 | -31 | 4 | -7 | 20
Cc1ccc(NC(=O)[C@H](NC(=O)[C@@H]2Cc3ccccc3CN2)c2ccccc2)cc1 | 4 | -5 | -1 | -3 | -21 | -2.8 | -1.2 | 8 | -10 | 1 | -4
CSc1sc(C(=O)O)c2c1C(=O)CC(C)(C)C2 | 12 | -1 | . | -4 | -2 | 1.4 | 0.7 | 3 | 0 | 2 | 2
N/C(CN1CCCC1=O)=N\O | 7 | 7 | -3 | 7 | -2 | -0.5 | 1.1 | . | -10 | 3 | -3
CCN(C(=O)COC(=O)c1ccco1)c1cccc2ccccc12 | 15 | 3 | . | 5 | -1 | 6.0 | -0.8 | . | -4 | -2 | -3
O=C(CSc1ccc(-c2ccccc2)nn1)NC1CCCCC1 | 65 | 1 | -2 | -2 | 3 | 6.0 | 1.3 | -4 | -8 | -2 | -14
O=C(CC1C(=O)N(c2ccccc2)C(=S)N1c1ccccc1)c1ccccc1 (stereo not given) | 3 | -6 | 1 | -3 | 10 | -0.8 | 4.1 | 5 | 7 | -7 | -5
COc1cc2c(-c3cc(F)cc(F)c3)c(-c3ccsc3)oc(=O)c2cc1OC | 53 | 0 | . | 1 | -7 | 1.2 | 0.0 | -22 | 4 | 1 | -4
CCc1ccc(N(C(=O)c2snc(C(N)=O)c2N)C(C(=O)NCC2CCCO2)c2ccco2)cc1 (stereo not given) | 10 | -2 | -1 | 6 | -10 | -0.8 | 0.0 | -35 | -1 | -25 | 1

Compounds as they come. Share with any hit: about 3.2%.
